Mcl1-Bid inh – disrupts binding of human Mcl-1 to Bid peptide. Q07820. TR-FRET Mcl-1/Bid-Dy647 peptide binding, 1536-well. inhibition, % at 21.7 µM. 0.97% of 220,000 active. AID 1021;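 active means compounds that cut the binding signal by more than half at the single screening dose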;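 further: His-tagged Mcl-1 with europium anti-His antibody binding Bid BH3 peptide; 0% = Mcl-1 plus peptide wells and 100% = peptide-only wells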
Target sequence (Q07820 whole entry, looked up): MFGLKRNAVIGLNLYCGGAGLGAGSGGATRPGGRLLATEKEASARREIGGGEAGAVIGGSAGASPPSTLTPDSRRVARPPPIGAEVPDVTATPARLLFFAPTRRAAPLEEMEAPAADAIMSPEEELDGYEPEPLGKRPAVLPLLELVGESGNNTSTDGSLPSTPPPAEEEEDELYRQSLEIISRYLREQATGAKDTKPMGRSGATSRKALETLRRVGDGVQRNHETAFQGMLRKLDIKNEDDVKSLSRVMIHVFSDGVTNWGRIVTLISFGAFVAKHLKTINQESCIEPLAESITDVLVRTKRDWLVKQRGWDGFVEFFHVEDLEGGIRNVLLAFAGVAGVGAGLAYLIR
Pf gametocyte – P. falciparum stage V gametocyte viability inhibition | P. falciparum stage V gametocytes, ATP luminescence, 24 h | inhibition, % at 10.9 µM | 0.065% of 150,000 active | AID 743093;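 active means inhibition above the mean plus 3 SD of compounds within the control limits, set per campaign, cut at about 38% in these data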;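 further: 0% = DMSO wells and 100% = medium only without gametocytes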
Rac1 act GTP bind – alters GTP binding to activated mutant human Rac1; P63000; GST-Rac1 activated beads, fluorescent GTP binding, flow cytometry; actives lie on both sides; 100% means binding = to untreated wells; percent activity (GTP binding), % at 10 µM; 0.11% of 190,000 active; AID 764;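 active means GTP binding at least 20 percentage points away from the 100% baseline, in either direction, so actives lie on both sides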
Mcl1-Noxa inh – disrupts binding of human Mcl-1 to Noxa peptide; 1.5% of 220,000 active; inhibition, % at 21.7 µM; Q07820; TR-FRET Mcl-1/Noxa peptide binding, 2 h; AID 1022;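 active means compounds that cut the protein-peptide binding signal by more than 50% relative to plate controls in a single-dose test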;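 further: His-tagged Mcl-1 with rhodamine Noxa BH3 peptide and terbium anti-His antibody; 0% = Mcl-1 plus Noxa peptide wells and 100% = peptide-only wells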
RGS8-Gao reg – modulates binding of RGS8 to human Galphao; AID 1423; 0.34% of 220,000 active; P09471; response (percent of control binding), % at 10 µM; multiplexed bead flow cytometry; actives lie on both sides; in the data active means response below about 60% or above about 140%; inactive means in between;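 further: Galphao activated as the GDP aluminium fluoride complex binding bead-coupled RGS8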
Target sequence (P09471 whole entry, looked up): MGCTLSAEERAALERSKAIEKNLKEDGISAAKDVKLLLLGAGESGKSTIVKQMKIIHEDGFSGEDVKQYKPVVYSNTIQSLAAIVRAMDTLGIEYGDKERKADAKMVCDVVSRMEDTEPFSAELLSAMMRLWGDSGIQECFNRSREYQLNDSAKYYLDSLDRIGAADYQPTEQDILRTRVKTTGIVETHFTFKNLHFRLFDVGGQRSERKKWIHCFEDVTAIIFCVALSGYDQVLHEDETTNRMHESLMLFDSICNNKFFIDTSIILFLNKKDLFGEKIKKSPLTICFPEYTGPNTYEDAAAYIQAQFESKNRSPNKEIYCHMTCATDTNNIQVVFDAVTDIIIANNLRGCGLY
Rab7 wt modul – dog Rab7 wildtype GTP binding, inhibitors and activators | AID 758 | GST-Rab7 beads, fluorescent GTP binding, flow cytometry; actives lie on both sides; untreated = 100%, excess cold GTP = 0% | GTP binding activity (percent of control), % at 10 µM | 0.055% of 190,000 active;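 active means fluorescent GTP binding to Rab7 beads changed by at least 20 points from the 100% baseline, either direction, mostly lower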;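 further: median green fluorescence of bound Bodipy-FL-GTP per Rab7 bead population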
Cdc42 wt – changes GTP binding to wildtype human Cdc42; AID 761; percent activity (GTP binding), % at 10 µM; GST-Cdc42 beads, Bodipy-GTP binding, flow cytometry; actives lie on both sides; 0.2% of 190,000 active;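 active means percent activity GTP binding at least 20 points away from the 100% baseline, either down as inhibitor or up as activator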;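 further: median bead fluorescence of bound Bodipy-FL-GTP at 100 nM; 0% = excess unlabeled GTP control and 100% = no compound control; below 100% means less GTP binding so inhibitor and above means activator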
HRas wt GTP – human HRas wildtype GTP binding, change in either direction; P01112; GST-Ras wt beads, Bodipy-FL-GTP binding, flow cytometry; actives lie on both sides; GTP binding activity, % at 10 µM; 0.14% of 190,000 active;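 active means GTP binding activity at least 20% away from the 100% baseline, either lowered as inhibitor or raised as activator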;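 further: 0% = unlabeled GTP competition control and 100% = no-compound control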
Target sequence (P01112 whole entry, looked up): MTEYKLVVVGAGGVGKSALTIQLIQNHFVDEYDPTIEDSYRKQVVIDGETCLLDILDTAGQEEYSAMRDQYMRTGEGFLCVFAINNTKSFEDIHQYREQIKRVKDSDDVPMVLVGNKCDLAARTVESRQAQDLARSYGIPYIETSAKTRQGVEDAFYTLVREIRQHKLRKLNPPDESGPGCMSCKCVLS
Rab2A wt mod – changes GTP binding to wildtype dog Rab2A, up or down; P61105; GST-Rab2 wt beads, Bodipy-GTP binding, flow cytometry; GTP binding activity, % at 10 µM; 0.19% of 190,000 active; AID 760;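 active means GTP binding activity at least 20 points away from 100%, either lowered or raised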;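 further: 0% = beads with excess unlabeled GTP and 100% = no-compound control corrected for plate trend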
Rac1 wt GTP bind – human Rac1 wildtype GTP binding, inhibitors and activators | P63000 | GST-Rac1 beads, fluorescent GTP binding, flow cytometry; actives lie on both sides; 0 = cold GTP competed, 100 = untreated | GTP binding activity (% of control), % at 10 µM | 0.27% of 190,000 active;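 active means GTP binding activity at least 20 points away from the 100% control level, either lower or higher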
Bim-Mcl-1 – disrupts Bim peptide binding to human Mcl-1 | Q07820 | Bead-based flow cytometry, Bim peptide-Mcl-1 binding | inhibition, % at 10 µM | 0.1% of 190,000 active | AID 1009; in the data active means inhibition above about 40%;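 further: 0% = no compound tracer wells and 100% = peptide blocker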
Active calls of the source: *; x = not tested or not shown.

Compound,Mcl1-Bid inh,Pf gametocyte,Rac1 act GTP bind,Mcl1-Noxa inh,RGS8-Gao reg,Rab7 wt modul,Cdc42 wt,HRas wt GTP,Rab2A wt mod,Rac1 wt GTP bind,Bim-Mcl-1
CCSc1nnc(NC(=O)c2csc3c2CCC(C)C3)s1 (stereo not given),-19.1,-15.2,96.0,0.5,103.4,95.0,99.0,97.0,96.0,100.0,3.0
Cc1nn(C)cc1-c1csc(N)n1,-23.7,x,94.0,7.5,100.2,106.0,94.0,98.0,98.0,98.0,0.0
COc1ccc(C2=NN(C(=O)CSC3=NN4CCCC(=O)N=C4S3)C(c3cccc(OC)c3OC)C2)cc1 (stereo not given),-4.0,x,94.0,20.0,101.8,104.0,95.0,99.0,99.0,99.0,2.0
CCN1/C(=C/c2cc[n+](CCCS(=O)(=O)[O-])c3ccccc23)Sc2ccccc21,-8.5,x,99.0,19.8,100.3,107.0,106.0,106.0,107.0,105.0,1.0
COC(=O)c1ccccc1NC(=O)N1CCN(c2ccc(F)cc2)CC1,-10.7,x,92.0,-6.3,98.4,100.0,90.0,92.0,92.0,89.0,-2.0
CCCc1nc2ccccc2c(C(=O)OCC(=O)Nc2ccc(S(=O)(=O)N3CCOCC3)cc2)c1CC,-14.3,17.8,92.0,-35.1,99.1,94.0,94.0,96.0,93.0,94.0,-4.0
Cc1ccc(N(C(=O)NC2CCCCC2)C2=NCCCCC2)cc1,15.3,-12.4,97.0,8.6,98.5,98.0,102.0,101.0,99.0,101.0,-6.0
CCn1cc(CNC(=O)c2cc(COc3ccc(F)cc3F)on2)cn1,-18.3,2.6,94.0,5.7,103.6,96.0,94.0,89.0,89.0,93.0,1.0
Cn1nnnc1SCC(=O)N1CCN(C(c2ccccc2)c2ccccc2)CC1,-3.3,-18.3,100.0,-7.4,97.6,96.0,103.0,99.0,102.0,103.0,-3.0
COC(=O)c1ccc(NN=Nc2ccc(C)cc2)cc1,-36.2,x,96.0,42.0,98.9,95.0,97.0,96.0,95.0,102.0,-2.0
Cc1cc(C(=O)COC(=O)c2ccc3c(c2)NC(=O)CS3)c(C)n1CC1CCCO1 (stereo not given),-65.2,16.3,101.0,2.9,100.8,104.0,101.0,102.0,103.0,103.0,-2.0
COc1ccc(CCNC(=O)CSc2nc3[nH]ncc3c(=O)n2-c2ccc(Cl)cc2Cl)cc1OC,-0.9,-11.0,93.0,2.6,103.5,93.0,93.0,92.0,93.0,94.0,-2.0
CC(=O)Nc1ccc(NC(=O)c2ccccc2C)cc1,5.9,7.5,101.0,7.8,98.7,102.0,103.0,102.0,102.0,105.0,4.0
Cc1ccc(OCC(=O)NC(C)c2ccccc2)c([N+](=O)[O-])n1 (stereo not given),-23.8,15.3,96.0,9.3,103.1,101.0,97.0,95.0,97.0,98.0,1.0
CC(C)(C)C1CCC(C(=O)OCC(=O)N2CCOCC2)CC1 (stereo not given),-14.4,-12.6,100.0,15.8,77.3,97.0,101.0,99.0,99.0,101.0,0.0
CCn1c2ccccc2c2nnc(SCC(=O)NCc3cccs3)nc21,-26.6,x,101.0,9.4,101.2,103.0,102.0,101.0,101.0,103.0,-1.0
CC1=C/C(=N\NC(=O)c2cccs2)CC(C)(C)C1,-4.2,-2.6,95.0,6.2,98.7,96.0,98.0,93.0,96.0,96.0,1.0
CCOC(=O)c1cc2sccc2n1CC(=O)N1CCCc2ccccc21,-12.5,15.2,96.0,-24.5,99.4,100.0,99.0,100.0,98.0,99.0,-2.0
CCn1c(CNC(=O)c2ccc(OC)cc2)nnc1SCC(=O)c1ccccc1,-7.2,13.5,101.0,-1.1,99.4,98.0,101.0,101.0,100.0,106.0,0.0
Cc1nc2c(-c3ccccc3)c(C)nn2c(C)c1CCC(=O)NCc1ccco1,-12.7,x,101.0,4.2,103.1,99.0,101.0,101.0,101.0,104.0,-5.0
O=C(COC(=O)c1ccccc1NC(=O)c1ccco1)Nc1ncc(Cl)cc1Cl,-5.6,-7.0,99.0,27.1,100.8,100.0,100.0,99.0,99.0,103.0,-2.0
O=C(Nc1cccc(Cl)c1Cl)c1ccc(-c2ccccc2)cc1,-20.9,x,98.0,5.1,100.3,100.0,97.0,98.0,97.0,96.0,-3.0
CN(c1ccc(C(=O)N2CCOCC2)cc1)S(C)(=O)=O,-39.6,-5.4,100.0,7.5,97.2,98.0,97.0,99.0,101.0,99.0,-2.0
CC1(C)S/C(=N/N=C/c2cccs2)NC1=O,6.4,-9.2,97.0,14.4,97.9,102.0,99.0,97.0,99.0,100.0,-6.0
COc1cccc(N2C(=O)CC(N3CCN(CCN=CC4=C(O)CC(C)(C)CC4=O)CC3)C2=O)c1 (stereo not given),-21.2,-8.2,96.0,-7.7,112.6,100.0,99.0,96.0,98.0,93.0,0.0
O=S(=O)(NCCc1ccccc1)c1ccc(Cl)nc1,-5.0,10.8,100.0,11.6,101.0,96.0,100.0,99.0,98.0,104.0,-3.0
COc1ccc(/C=N/NC(=O)c2ccc(CN3C(=O)c4cccc5cccc3c45)cc2)cc1O,10.7,-7.4,91.0,61.2*,103.5,91.0,90.0,92.0,91.0,93.0,3.0
COc1ccc(C2C(C(=O)N3CCN(C)CC3)c3cc(OC)c(OC)cc3C(=O)N2C)cc1 (stereo not given),-23.9,-38.2,99.0,-3.2,98.0,102.0,99.0,99.0,99.0,102.0,0.0
O=C1c2cccc3c(N4CCCCC4)ccc(c23)C(=O)N1CCO,-7.0,-28.2,100.0,-35.4,99.2,100.0,103.0,104.0,101.0,104.0,0.0
COc1ccccc1OCCOc1ccc(/C=C2/C(=N)N3OC(C)=CC3=NC2=O)cc1OC,84.0*,14.4,99.0,-21.8,97.1,103.0,102.0,102.0,103.0,102.0,0.0
Clc1ccc(OCc2nnc(SCCN3CCCCC3)n2Cc2ccco2)cc1,6.9,18.7,97.0,31.6,90.3,99.0,98.0,97.0,98.0,96.0,-2.0
O=C(CSc1ccc(-c2cccnc2)nn1)N1CCCc2ccccc21,-14.8,18.4,93.0,19.3,96.8,92.0,94.0,94.0,94.0,91.0,1.0
COC(=O)c1ccc(/C=C(\C#N)c2ccccn2)cc1,1.3,-5.7,91.0,3.0,98.1,103.0,92.0,96.0,97.0,92.0,4.0
CCOc1ccccc1NC(=O)C(C)CC (stereo not given),-13.2,14.3,95.0,8.6,101.2,102.0,99.0,99.0,98.0,102.0,0.0
Cc1nnc(SCC(=O)NNC(=O)CC#N)[nH]c1=O,-25.4,-2.2,99.0,-1.0,112.0,104.0,103.0,102.0,103.0,105.0,-11.0
CCOc1ccc(OCC)c(NC(=O)c2ccc(CNc3c(N4CCOCC4)c(=O)c3=O)cc2)c1,-11.0,-30.0,97.0,19.2,99.3,99.0,103.0,99.0,98.0,105.0,-3.0
Cc1nn(Cc2ccc(F)cc2)c(C)c1NC(=O)c1cc(-c2ccco2)on1,-10.5,x,98.0,14.3,100.4,100.0,101.0,100.0,100.0,104.0,8.0
C=CCNc1nc(Nc2ccc(-c3nc4ccccc4o3)cc2)nc(N2CCOCC2)n1,15.7,11.4,94.0,-4.0,98.9,94.0,96.0,96.0,97.0,92.0,0.0
COc1cccc(C(=O)COc2ccc3ccc(=O)oc3c2)c1,-5.2,14.5,96.0,-13.6,99.4,104.0,96.0,98.0,98.0,99.0,4.0
CC1(C(=O)O)CCC(C(=O)NCCc2ccccc2)C1(C)C (stereo not given),-14.0,-1.0,101.0,-1.3,102.7,99.0,101.0,100.0,102.0,104.0,-1.0

Marked active in Mcl1-Bid inh (from the list above):
Compound	Mcl1-Bid inh	Rac1 act GTP bind	Mcl1-Noxa inh	RGS8-Gao reg	Rab7 wt modul	Cdc42 wt	HRas wt GTP	Rab2A wt mod	Rac1 wt GTP bind	Bim-Mcl-1
COc1ccccc1OCCOc1ccc(/C=C2/C(=N)N3OC(C)=CC3=NC2=O)cc1OC	84.0*	99.0	-21.8	97.1	103.0	102.0	102.0	103.0	102.0	0.0

The listing continues.
Compound,Mcl1-Bid inh,Pf gametocyte,Rac1 act GTP bind,Mcl1-Noxa inh,RGS8-Gao reg,Rab7 wt modul,Cdc42 wt,HRas wt GTP,Rab2A wt mod,Rac1 wt GTP bind,Bim-Mcl-1
Cc1nn(CC2CC2)c(=O)n1-c1ccc(Oc2ccccc2)cc1,-36.0,-9.4,93.0,-2.7,99.0,98.0,98.0,96.0,94.0,97.0,-1.0
CC(C)(C)c1ccc(C(=O)/C=C2\NC(=O)CS2)cc1,-37.2,-10.0,98.0,-11.0,99.9,98.0,102.0,103.0,101.0,101.0,-5.0
S=C(NC1CCCC1)N1CCN(c2ccccn2)CC1,-9.1,7.8,98.0,0.2,102.3,101.0,102.0,99.0,96.0,106.0,-3.0
CC1CCc2c(nc3nc[nH]n3c2=O)C1 (stereo not given),-23.1,x,102.0,0.8,104.6,102.0,105.0,102.0,102.0,105.0,-3.0
COC(=O)c1cc(OC)c(OC)cc1NC(=O)c1cccc(OC)c1OC,-31.4,-7.2,94.0,-7.7,101.6,105.0,94.0,98.0,99.0,98.0,2.0
c1ccc2c(c1)nc(N1CCOCC1)c1ccccc12,-10.9,-8.7,93.0,-5.7,100.6,102.0,93.0,94.0,96.0,93.0,-1.0
CCCc1cc(=O)[nH]c(SCC(=O)N2CCCc3ccccc32)n1,-25.8,x,94.0,-0.2,101.2,99.0,97.0,96.0,98.0,98.0,-2.0
COc1cccc(NC(=O)Nc2nnc(N3CCCCC3C)s2)c1 (stereo not given),-7.9,x,96.0,2.3,95.5,102.0,99.0,100.0,101.0,103.0,-4.0
O=c1c2c(nc3n1CCCCC3)-c1ccccc1CC21CCCC1,-20.5,-4.3,97.0,-4.5,99.6,102.0,102.0,101.0,101.0,106.0,-4.0
CC(=O)Nc1ccccc1-c1nnc(SCc2ccccc2Cl)[nH]c1=O,-12.3,11.6,97.0,6.7,105.9,100.0,99.0,101.0,97.0,100.0,-1.0
O=C(CC1C(=O)NC2CCCCC2N1C(=O)c1ccc([N+](=O)[O-])cc1)Nc1ccccc1 (stereo not given),-2.8,12.5,96.0,11.2,100.6,111.0,101.0,101.0,104.0,105.0,0.0
Cc1c(OCc2ccccc2)c(=O)ccn1Cc1ccc(F)cc1,-4.3,6.2,96.0,16.9,100.5,95.0,97.0,97.0,94.0,101.0,-2.0
O=C(c1ccc(Br)cc1)c1cc([N+](=O)[O-])ccc1N1CCOCC1,-23.7,-9.6,93.0,-9.4,99.8,105.0,94.0,97.0,97.0,95.0,-1.0
CC(=O)N[C@@H]1c2c(ccc3ccccc23)OC[C@@H]1COC(C)=O,36.6,15.7,103.0,11.3,103.3,100.0,104.0,104.0,103.0,107.0,-3.0
